PLK1 PBD inh – inhibitors of human PLK1 polo-box domain binding; Plk1 PBD binding of FITC phosphopeptide, fluorescence polarization; Potency, µM, inactives show max response, negative = inhibition, actives largely listed as inhibitors; 360,000 compounds, 2.8% hits; AID 720504; further: potency means the concentration at half of the fitted maximal effect; series mostly up to about 57 µM; on the % scale 0 is the no-effect control and ±100 the full control effect; nearly all actives have a fitted effect of over 65% in size
Target sequence (P53350 whole entry, looked up, the tested form may be a part): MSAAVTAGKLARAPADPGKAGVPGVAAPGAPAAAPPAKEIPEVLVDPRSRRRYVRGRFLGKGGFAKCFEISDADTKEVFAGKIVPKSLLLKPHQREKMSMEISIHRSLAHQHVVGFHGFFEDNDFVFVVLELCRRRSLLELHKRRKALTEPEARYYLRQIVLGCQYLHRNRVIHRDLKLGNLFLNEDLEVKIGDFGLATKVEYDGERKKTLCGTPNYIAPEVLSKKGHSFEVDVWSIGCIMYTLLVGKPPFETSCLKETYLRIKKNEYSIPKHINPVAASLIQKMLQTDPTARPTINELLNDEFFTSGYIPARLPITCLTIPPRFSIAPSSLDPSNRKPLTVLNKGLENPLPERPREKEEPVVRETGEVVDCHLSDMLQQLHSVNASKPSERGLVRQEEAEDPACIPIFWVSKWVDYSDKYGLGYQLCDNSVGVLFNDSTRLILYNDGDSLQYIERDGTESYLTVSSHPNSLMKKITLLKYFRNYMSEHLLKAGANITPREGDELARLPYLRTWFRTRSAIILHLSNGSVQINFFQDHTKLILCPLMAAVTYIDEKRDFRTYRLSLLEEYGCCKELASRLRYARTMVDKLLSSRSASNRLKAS
EPAC1 ag – activates human EPAC1 exchange factor; 360,000 compounds, 0.073% hits; EPAC1 agonist qHTS, biochemical assay; response scale: 100% = response to 6.5 mM cAMP; Potency, µM (highest dose often 154 µM), for inactives: top-dose activation, hits mostly activators; O95398; AID 720707; further: potency means the concentration at half of the fitted maximal effect; nearly all actives have a fitted effect of over 60% in size
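Compounds were pinned as a concentration titration into mixtures of EPAC1 (100 nM), BODIPY-GDP-loaded Rap1B (250 nM) and GDP (50 uM). After 5 min at room temperature, fluorescence was followed for 30 min; activity was scaled to 6.5 mM cAMP.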
FUS suppressor – FUS proteinopathy suppression in yeast; S. cerevisiae FUS-expressing, growth rescue, OD600, 24 h; Potency, µM (titrated, usually from 76.6 µM), for the others: at the highest dose growth rescue (activation), hits mostly activators; 390,000 compounds, 0.24% hits; AID 1347120;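 further: potency means the concentration at half of the fitted maximal effect; plate controls were DMSO vehicle for no effect and reference control for full effect; nearly all actives have a fitted effect of over 55% in size; some results filed as inactive show a strong effect at the top dose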
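Toxicity suppression screen in FUS-yeast. Cells induced with 2% galactose, starting OD 0.005, treated 24hr at 30C with compounds at multiple final concentrations; growth by OD600.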
EPAC1 antagonist – blocks human EPAC1 exchange factor; O95398; EPAC1 GEF assay, Rap1b-BODIPY-GDP exchange fluorescence; Potency, µM (titrated, usually from 115 µM), for inactives: top-dose activity change, negative = inhibition, actives largely listed as inhibitors; 360,000 compounds, 0.14% hits; AID 720709;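 further: potency means the concentration at half of the fitted maximal effect; plate controls were vehicle for no effect and positive control for full effect; nearly all actives have a fitted effect of over 50% in size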
IL2 activator – activators of IL-2 | IL-2 activation reporter assay, cell-based qHTS; stimulated with anti-CD3/CD4/CD28 beads; in transgenic mouse T cells | activation, % (series mostly up to about 46 µM) | 360,000 compounds, 0.065% hits | AID 652025; in the data active means activation above about 50%; inconclusive means mostly about 30% to 49%; further: 0% is about no effect
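Screening format: compound pinned onto unstimulated transgenic mouse T cells, 60 min incubation, then anti-CD3/anti-CD4/anti-CD28 bead stimulation for 18 hours at 37 degrees C, followed by EGFP and DsRed detection.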
WRN inhibitor – blocks human WRN helicase; Q14191; WRN helicase unwinding, fluorescent forked duplex, kinetic; Potency, µM (doses to about 114 µM), inactives show at the highest dose activity change, negative = inhibition, usual class: inhibitors; 360,000 compounds, 0.46% hits; further: potency means the concentration at half of the fitted maximal effect; on the % scale 0 is the no-effect control and ±100 the full control effect; nearly all actives have a fitted effect of over 55% in size
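Screening of the MLSMR collection measured strand separation of a quenched forked DNA duplex (100 nM) by 20 nM WRN with 2 mM ATP, all final. Compounds were preincubated with enzyme 15 min at room temperature.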
PI5P4Ka inh – PI5P4K alpha (human) kinase inhibition; AID 652105; P48426; PI5P4Kalpha enzyme, ADP-Glo luminescence, 60 min; stronger effect = lower value; 330,000 compounds, 1.2% hits; max response, %; active means max response of -50% or lower; inconclusive means between -30% and -50%; inactive means -30% or higher; further: value at the top dose of about 77 µM; on the % scale 0 is the no-effect control and ±100 the full control effect
Target sequence (P48426 whole entry, looked up): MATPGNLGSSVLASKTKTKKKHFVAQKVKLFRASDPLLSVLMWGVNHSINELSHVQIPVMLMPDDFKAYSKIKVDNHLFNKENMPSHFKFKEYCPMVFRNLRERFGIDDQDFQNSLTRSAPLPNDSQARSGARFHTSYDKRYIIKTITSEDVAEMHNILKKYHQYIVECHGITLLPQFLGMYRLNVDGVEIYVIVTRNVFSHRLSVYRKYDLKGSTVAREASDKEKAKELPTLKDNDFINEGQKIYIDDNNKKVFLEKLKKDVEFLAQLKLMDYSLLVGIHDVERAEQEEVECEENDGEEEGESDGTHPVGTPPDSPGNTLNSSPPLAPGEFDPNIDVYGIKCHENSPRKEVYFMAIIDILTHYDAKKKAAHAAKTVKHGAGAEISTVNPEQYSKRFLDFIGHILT
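Human PI5P4Kalpha with substrate in 0.038 M HEPES pH 7.4, 0.28 mM EGTA, 0.1% CHAPS, 5% DMSO; reaction started with 5 microM ATP (final), 60 min at room temperature. ADP formed read by ADP-Glo luminescence.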
Abeta yeast res – compounds reversing amyloid beta toxicity in yeast; yeast expressing A-beta42, growth rescue, OD600, 48 h; response scale: 0% DMSO, 100% iron-clioquinol control; Potency, µM (highest dose often 46.1 µM), without a hit: at the highest dose growth rescue, hits mostly activators; 410,000 compounds, 0.063% hits; further: potency means the concentration at half of the fitted maximal effect; nearly all actives have a fitted effect of over 55% in size
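Yeast growth medium received pinned compounds, then yeast cells expressing toxic A-beta were added; plates incubated at 30 C for 48 hr. Growth read as absorbance at 600 nm, normalized to DMSO and equimolar FeCl3 plus clioquinol controls.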
An asterisk follows results filed as active; ? = inconclusive; . = no result given; & = joins results of further samples; [ ] = another dose, or the depositor's remark. Unless noted, the call rests on the fitted dose curve; in most records, active means well fitted curve in the direction sought with a large enough effect; inconclusive means small, poorly fitted or top-dose-only effect, or another doubt; inactive means no such curve, though single readings can be large; an effect the other way counts as inactive or inconclusive.

cpd	SMILES	PLK1 PBD inh	EPAC1 ag	FUS suppressor	EPAC1 antagonist
1	O=c1cnc2ccccc2n1Cc1ccccc1	-13.1%	15.0%	-18.1%	-10.5%
2	O=c1[nH]c2ccccc2nc1-c1nnnn1Cc1ccccc1	-5.7%	1.5%	-12.0%	-19.5%
3	CC(=O)N1CCN(C(=O)COC(=O)/C=C/c2ccccc2[N+](=O)[O-])CC1	-0.8%	-0.3%	.	15.5%
4	O=C1[C@H]2[C@@H](c3ccc(C(F)(F)F)cc3)N[C@]3(CCCN(Cc4ccccc4)C3=O)[C@H]2C(=O)N1Cc1ccccc1	-9.1%	-3.1%	38.3%	-21.5%
5	CN(C(=S)Nc1ccc(Oc2ccccc2)cc1)c1ccc(O)cc1	-16.9%	17.9%	1.8%	-8.2%
6	COc1ccc(C(=O)Nc2nc(C)c(C)s2)cc1OC	-7.0%	-1.7%	-1.9%	-17.2%
7	COC(=O)c1ccc(OCC(=O)c2ccc(C)c(C)c2)cc1	-2.4%	5.7%	29.9%	0.6%
8	CCc1nn(C(C)C(=O)NC2CCCCCC2)c(=O)c2cc3occc3n12 (stereo unspecified)	?	-2.8%	-8.5%	-14.0%
9	Cc1ccc(NC(=O)c2cccc3c2C(=O)N(C2CCCCC2)C3)c(C)c1	-12.1%	2.8%	5.6%&-19.2%	8.9%
10	CC(C)C(C(=O)O)N1C(=O)C2C3CCC(C3)C2C1=O (stereo unspecified)	-4.3%	7.1%	-23.0%	6.5%
11	COc1cc(CCCN2CCNC[C@H]2Cc2ccc(O)cc2)cc(OC)c1OC	-4.9%	13.4%	-22.6%	-14.4%
12	CCCNC(=O)C1(C)CCN(C(=O)c2cc(F)cc(F)c2)C1 (stereo unspecified)	-3.9%	-21.8%	-8.2%	28.7%
13	COc1ccc(-c2nc(Cn3c(SCc4ccc(F)cc4)nc4ccncc43)c(C)o2)cc1OC	-4.5%	2.0%	26.6%	2.4%
14	O=C(Nc1ccccc1C(=O)O)c1cccc(F)c1	-16.2%	-9.0%	2.4%	-4.8%
15	CCOCCCNC(=S)N(CCO)Cc1cc2cc3c(cc2[nH]c1=O)OCCO3	-11.1%	18.5%	-0.9%	1.6%

cpd	IL2 activator	WRN inhibitor	PI5P4Ka inh	Abeta yeast res
1	1.2	11.6%	0.2	3.4%
2	0.6	-2.1%	0.4	-16.1%
3	-2.3	-12.1%	9.0	5.3%
4	-1.6	-3.9%	4.9	-2.7%
5	-0.4	?	-0.4	17.4%
6	-0.1	-15.7%	-14.5	8.7%
7	-0.8	-11.4%	15.4	2.2%
8	-0.2	0.0%	2.2	-4.5%
9	-3.9	-9.1%	-0.1	-3.8%&-4.4%
10	1.6	0.7%	3.5	3.9%
11	-0.1	-1.4%	1.2	-3.3%
12	0.3	1.7%	-3.7	-23.0%
13	-3.5	-3.1%	11.6	-5.2%
14	2.2	5.6%	2.2	3.1%
15	1.0	-2.9%	-1.4	-4.2%

More results:
cpd	SMILES	PLK1 PBD inh	EPAC1 ag	FUS suppressor	EPAC1 antagonist
16	O=C(N/N=C/c1ccc(O)cc1)c1cc(-c2ccc3c(c2)OCO3)n[nH]1	-8.8%	-2.1%	.	0.8%
17	Cc1ccc(NS(=O)(=O)c2ccc(C)c(C(=O)N3CCN(C)CC3)c2)cc1	-9.5%	3.2%	17.2%	2.2%
18	O=C(O)CCn1c2c(c3ccccc31)CCCC2	-12.4%	-6.3%	16.3%	5.5%
19	OC(c1ccc2ccccc2c1)c1ncc(-c2cccc3ccccc23)[nH]1 (stereo unspecified)	-2.6%	1.7%	21.8%	-9.5%
20	CC(C)c1ccc(Nc2nc(Cl)nc(NCCO)n2)cc1	-6.0%	-2.3%	2.9%	-5.1%
21	COc1cc(NS(=O)(=O)c2cc(C(=O)N3CCN(C(C)=O)CC3)ccc2OC)cc(OC)c1	-5.5%	-2.2%	19.5%	-11.8%
22	COC(=O)c1ccccc1NC(=O)c1ccc(COc2ccc3c(c2)CCC3)cc1	0.7%	8.3%	9.3%	10.8%
23	O=C1C=CC(=O)N1c1ccc(O)cc1	16.8µM*	-11.4%	23.1%	5.0%
24	CCCCSc1nc2c(cnn2-c2ccc(Cl)cc2)c(=O)[nH]1	-10.1%	8.2%	0.3%	-13.8%
25	Cc1cc(-c2ccccc2)nc(N(C)NC(=O)C2CC2)c1S(C)(=O)=O	-4.0%	-3.1%	10.8%	-23.2%
26	Cc1cc(NC(=O)C2CCCN(S(=O)(=O)c3c(C)noc3C)C2)no1 (stereo unspecified)	-4.7%	7.8%	-20.6%	-4.2%
27	CN(c1ccccc1)S(=O)(=O)c1cccc(C(=O)NCC(=O)Nc2ccc(F)c(F)c2F)c1	1.9%	3.8%	20.5%	-9.2%
28	CCOC(=O)C1CCN(c2c(NCc3ccc(C(=O)NCCC(C)C)cc3)c(=O)c2=O)CC1	-18.1%	0.8%	22.9%	4.7%
29	Cc1ccccc1C(=O)N1CCN(c2ccc(NC(=O)c3ccco3)cc2)CC1	8.6%	-2.1%	16.5%	9.1%
30	CC(C)CN(C(=O)COC(=O)c1ccc([N+](=O)[O-])o1)C1CCS(=O)(=O)C1 (stereo unspecified)	-13.5%	8.1%	.	-11.3%

cpd	IL2 activator	WRN inhibitor	PI5P4Ka inh	Abeta yeast res
16	-2.8	-16.1%	?	9.3%
17	-0.8	-2.2%	2.3	-1.0%
18	-2.1	9.9%	1.0	-12.6%
19	-0.6	-6.3%	-6.1	-15.3%
20	-0.8	-23.7%	2.6	7.8%
21	1.4	2.8%	-6.9	4.7%
22	-0.5	3.2%[57.1 µM]	1.4	4.7%
23	-0.7	-7.6%	-19.1	-93.5%[inhibitor]
24	0.3	2.4%	-1.2	2.4%
25	0.7	-2.6%	6.9	-20.0%
26	-2.2	-3.9%	6.2	-3.6%
27	0.1	2.4%	-5.3	-3.2%
28	-0.4	-18.1%[57.1 µM]	-10.5	5.2%
29	-0.5	9.7%	-1.0	-3.8%
30	0.3	-8.4%	-4.9	-3.6%

Complete entries, looked up by structure. Values in the order: PLK1 PBD inh, EPAC1 ag, FUS suppressor, EPAC1 antagonist, IL2 activator, WRN inhibitor, PI5P4Ka inh, Abeta yeast res
`O=C(N/N=C/c1ccc(O)cc1)c1cc(-c2ccc3c(c2)OCO3)n[nH]1` reads -8.8%, -2.1%, ., 0.8%, -2.8, -16.1%, ?, 9.3%
`O=C1[C@H]2[C@@H](c3ccc(C(F)(F)F)cc3)N[C@]3(CCCN(Cc4ccccc4)C3=O)[C@H]2C(=O)N1Cc1ccccc1` reads -9.1%, -3.1%, 38.3%, -21.5%, -1.6, -3.9%, 4.9, -2.7%
`O=c1cnc2ccccc2n1Cc1ccccc1` reads -13.1%, 15.0%, -18.1%, -10.5%, 1.2, 11.6%, 0.2, 3.4%

The results go on.
cpd	SMILES	PLK1 PBD inh	EPAC1 ag	FUS suppressor	EPAC1 antagonist
31	O=C(CSc1nnnn1-c1ccc2c(c1)CCC2)NCc1cccs1	-7.0%	17.5%	11.8%	-12.0%
32	Cc1nnc(-c2ccc(Oc3ccc(Br)cc3)c([N+](=O)[O-])c2)o1	-2.9%	-23.0%	1.2%	-4.1%
33	O=C(NCc1cccnc1)c1ccc(Cl)c(S(=O)(=O)Nc2ccccc2C(=O)NCc2cccnc2)c1	-5.7%	0.5%	4.8%	-4.6%
34	CCN(CCCNC(=O)C1CCC(=O)N1Cc1ccc(C)cc1)c1cccc(C)c1 (stereo unspecified)	-7.0%	-0.7%	-13.2%	-11.9%
35	CN1CCN(c2nc(-c3cc4ccccc4o3)cs2)CC1	0.1%	2.1%	.	-3.7%
36	O=C(NCc1ccccn1)c1c(-c2ccccc2)sc2ccccc12	-13.5%	-12.0%	-10.8%	4.6%
37	NS(=O)(=O)c1ccc(NC(=S)N2CCC(O)CC2)cc1	?	1.7%	21.0%	9.1%
38	CCC(=O)Nc1cccc(C2=NOC3(C2)C[C@@H](C(N)=O)N(C(=O)COc2ccc(Cl)cc2)C3)c1 (stereo partly specified)	1.1%	5.6%	-1.3%	-3.1%
39	Cc1cccc(N2CCN(C3=NC(=O)/C(=C\c4cn[nH]c4-c4ccccc4)S3)CC2)c1	3.8%	-9.6%	.	-5.8%
40	O=C(CCNC(=O)OCc1ccccc1)NC1CCCCC1	-1.6%	-1.8%	.	2.6%
41	CC(=O)Nc1ccc(-c2nc3ccccc3o2)cc1	6.1%	11.1%	10.6%	6.5%
42	COc1ccc(NC(=O)c2ccc(-c3c(C)noc3C)c3ccoc23)cc1	-3.0%	-0.1%	42.2%	-15.7%
43	CCc1ccc([C@@H]2CC=C(C(=O)O)[C@H](c3cccc(Cl)c3)N2S(=O)(=O)c2ccc(C)cc2)cc1	21.2µM*	-0.5%	?	-25.2%
44	CCOC(=O)C1CCN(C(=O)C2CCC(=O)N(Cc3cccc(C(F)(F)F)c3)C2)CC1 (stereo unspecified)	-0.4%	-11.6%	18.6%	11.2%
45	COc1ccccc1/C=C/C(=O)Nc1cccc(S(=O)(=O)N2CCOCC2)c1	0.3%	4.2%	.	-20.4%
46	CCN(c1ccccc1)S(=O)(=O)c1ccc(Cl)c(NC(=O)c2ccc(=O)[nH]n2)c1	-1.6%	9.3%	12.2%	-20.4%
47	CCCCC[C@H]1CN(CCCC)C(=O)[C@@H]1CC(=O)NCc1ccccc1	-0.3%	-11.7%	21.9%	-18.4%
48	COC(=O)c1nc2nc(C)cc(C(F)(F)F)n2n1	1.9%	2.7%	-0.9%	-3.0%

cpd	IL2 activator	WRN inhibitor	PI5P4Ka inh	Abeta yeast res
31	0.3	-12.8%[57.1 µM]	.	-24.9%
32	1.7	-22.5%	6.5	14.4%
33	2.4	-19.8%	3.7	1.4%
34	-0.5	5.4%	-2.6	9.7%
35	-0.1	2.1%	9.9	-1.1%
36	-2.6	3.6%	-3.6	6.8%
37	0.3	0.9%	5.1	-8.3%
38	-0.1	0.5%	-0.4	-8.1%
39	-1.1	7.7%	-28.8	0.8%
40	0.0	-9.0%	-0.5	17.1%
41	0.7	7.9%	1.8	-8.6%
42	1.2	-9.7%	-3.0	?
43	1.3	11.8%	-9.3	-15.5%
44	-1.2	-21.1%	-1.5	9.4%
45	-0.1	-7.9%	1.7	2.3%
46	-0.2	-3.9%	-1.0	-5.0%
47	-0.5	14.1%	-6.1	2.6%
48	-1.9	-2.1%	0.1	7.5%

Screening results from PubChem.

This is a random part of the collection, and some 4.1% of all compounds hit somewhere here.
